Screening data: PubChem, Sanford-Burnham Center for Chemical Genomics
Jurkat NFkB inh: inhibitors of induced NF-kB luciferase reporter, primary screen, TCR NF-kB activation inhibitor project, cell-based, luminescence, uHTS. Jurkat, PMA/ionomycin-induced NF-kB luciferase reporter. inhibition, % at 4 µM. hit rate 0.53% among 330,000; in the data active = inhibition above about 50%
CCR6 antag: CCR6 receptor antagonists, primary screen, cell-based, CHO-K1, luminescence, beta-arrestin, uHTS; C-C chemokine receptor type 6 (Homo sapiens), P51684; CHO-K1 CCR6 PathHunter beta-arrestin, CCL20-stimulated; inhibition, % at 20 µM; hit rate 0.49% among 340,000;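 active = compounds whose inhibition of the agonist-driven luminescence signal at 20 µM reaches about 50%, limit read from the data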;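 note: cells stimulated with CCL20 at 14 nM final; plate controls were DMSO with CCL20 for no effect and DMSO without agonist for full effect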
Target sequence (P51684 whole entry, looked up): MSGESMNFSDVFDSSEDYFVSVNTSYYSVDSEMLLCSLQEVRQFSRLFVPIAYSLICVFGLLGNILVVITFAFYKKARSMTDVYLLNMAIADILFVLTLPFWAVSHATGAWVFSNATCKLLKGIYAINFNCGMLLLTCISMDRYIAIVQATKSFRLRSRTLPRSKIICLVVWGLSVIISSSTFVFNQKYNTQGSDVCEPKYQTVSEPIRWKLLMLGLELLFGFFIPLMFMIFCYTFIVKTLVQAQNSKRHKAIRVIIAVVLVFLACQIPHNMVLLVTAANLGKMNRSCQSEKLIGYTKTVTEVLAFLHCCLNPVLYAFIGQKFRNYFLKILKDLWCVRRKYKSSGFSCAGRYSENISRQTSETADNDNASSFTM
Mdm2 MdmX PPI: inhibitors of human Mdm2-MdmX association, primary screen, cell-based, luminescence, split luciferase, SaOS-2, uHTS; Protein Mdm4 (Homo sapiens) + E3 ubiquitin-protein ligase Mdm2 (Homo sapiens), …; SaOS-2 split-luciferase Mdm2/MdmX complementation; inhibition, % at 8 µM; hit rate 3% among 330,000; AID 485346, 2010;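 active = inhibition of at least 50% at 8 µM in the primary screen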
Gli-Sufu block: Gli-Sufu pathway antagonists, primary screen, luciferase luminescence, Sufu-KO-LIGHT cells, uHTS; Sufu-KO-LIGHT fibroblasts, Gli luciferase reporter luminescence; hit rate 0.74% among 340,000; inhibition, % at 5 µM;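 active = inhibition above about 55%, limit read from the data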;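 note: 0% = DMSO-treated cells and 100% = wells with medium but no cells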
EBI2 block: EBI2 receptor antagonists, beta-arrestin recruitment, primary screen, cell-based, luminescence, 7a,25-OHC stimulation, uHTS; AID 651636, 2012; inhibition, % at 5 µM; hit rate 0.81% among 360,000; 7a,25-OHC stimulated; in the data active = inhibition above about 38%;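 note: enzyme fragment complementation signal reports receptor beta-arrestin coupling in cells; 0% = agonist plus DMSO wells and 100% = wells without agonist; some results beyond the cut were filed as inactive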
Target sequence (P32249 whole entry, looked up, the tested form may be a part): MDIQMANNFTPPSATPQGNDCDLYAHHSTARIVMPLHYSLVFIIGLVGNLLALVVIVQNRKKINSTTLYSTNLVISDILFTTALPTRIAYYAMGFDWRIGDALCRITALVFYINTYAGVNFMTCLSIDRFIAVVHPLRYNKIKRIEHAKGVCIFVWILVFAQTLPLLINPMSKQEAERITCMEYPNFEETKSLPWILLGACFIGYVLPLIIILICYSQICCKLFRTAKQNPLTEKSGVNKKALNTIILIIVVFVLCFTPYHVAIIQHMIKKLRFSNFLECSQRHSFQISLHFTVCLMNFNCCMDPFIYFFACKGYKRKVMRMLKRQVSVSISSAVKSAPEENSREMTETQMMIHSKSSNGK
CXCR6 block: CXCR6 receptor inhibitors, primary screen, cell-based, beta-arrestin, luminescence, CHO-K1 PathHunter, 1536-well; inhibition, % at 20 µM; hit rate 0.36% among 360,000; in the data active = inhibition above about 34%, passing the limit was not always enough;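 note: antagonist mode with CXCL16 agonist at 10 nM final; 0% = 10 nM CXCL16 with DMSO and 100% = unstimulated wells without agonist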
Target sequence (O00574 whole entry, looked up): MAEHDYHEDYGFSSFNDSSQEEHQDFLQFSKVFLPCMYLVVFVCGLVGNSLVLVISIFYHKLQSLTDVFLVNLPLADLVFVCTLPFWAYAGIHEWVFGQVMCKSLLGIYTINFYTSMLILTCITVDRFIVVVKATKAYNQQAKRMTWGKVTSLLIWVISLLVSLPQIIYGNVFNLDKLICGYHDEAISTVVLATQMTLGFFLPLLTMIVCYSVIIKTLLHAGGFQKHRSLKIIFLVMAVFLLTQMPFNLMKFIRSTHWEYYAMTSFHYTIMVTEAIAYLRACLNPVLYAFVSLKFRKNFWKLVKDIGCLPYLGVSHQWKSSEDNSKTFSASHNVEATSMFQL
CHOP UPR activ: activators of apoptotic CHOP UPR arm, primary screen, cell-based, CHO-CHOP luciferase reporter, luminescence, uHTS | UPR activation; percent of tunicamycin response over DMSO baseline | activation, % at 10 µM | hit rate 0.34% among 330,000;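 active = at 10 µM dose, activation of 40% or more, normalized to positive control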;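 note: 100% = tunicamycin at 10 µg/mL and 0% = DMSO alone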
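Test system: CHO-CHOP cells, stable luciferase reporter of PERK-eIF2a-CHOP signalling | Quantity: 500 CHO-CHOP cells per well | Buffer or medium: F12 plus 10% serum | Compound dosing: 10 µM single point, 0.5% DMSO | Schedule: 6 h compound treatment, 37 °C | Signal: Luciferase luminescence | Control set: Tunicamycin high control, DMSO low control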
XBP1 UPR activ: activators of adaptive XBP1 UPR arm, primary screen, cell-based, CHO-XBP1 luciferase reporter, luminescence, uHTS; IRE1-XBP1 UPR activation; percent of tunicamycin response, DMSO as zero; activation, % at 20 µM; hit rate 0.33% among 330,000; AID 463104, 2010;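 active = versus positive control, 20 µM dose yields 30% or more activation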;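 note: 100% = tunicamycin at 10 µg/mL and 0% = DMSO only wells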
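Material: CHO cell line with stable XBP1 luciferase reporter; buffer or medium: F12 medium containing 10% fetal bovine serum; compound: single point, 20 µM final compound, 1% DMSO; incubation: 6 h treatment, 37 °C; measured by: glow luminescence from Steady-Glo reagent; evaluation: activation, % of tunicamycin; control set: tunicamycin high, DMSO low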
697 NFkB inh: inhibitors of PMA/ionomycin-induced NF-kB reporter, 697 cells, primary screen, B-cell NF-kB inhibitor project, cell-based, luminescence, uHTS; hit rate 0.33% among 330,000; inhibition, % at 4 µM; 697 B-cell NF-kB luciferase reporter, 16 h; in the data active = inhibition above about 35%
* hit, by the source's call. Compounds as they come; about 5% have a hit in one of these screens.

A first look, 2 compounds:
SMILES	Jurkat NFkB inh	CCR6 antag	Mdm2 MdmX PPI	Gli-Sufu block	EBI2 block	CXCR6 block	CHOP UPR activ	XBP1 UPR activ	697 NFkB inh
Cc1ccc(S(=O)(=O)N(C)c2ccc(NS(C)(=O)=O)cc2)cc1	16.6	18.9	-2.0	0.6	0.6	-4.2	0.7	1.3	5.4
O=C(CN1CCc2ccccc21)NC(=O)NC1CCCCC1	-2.4	9.0	16.7	-0.6	4.9	6.1	-2.1	1.0	-19.1

Results, repeating the preview:
SMILES	Jurkat NFkB inh	CCR6 antag	Mdm2 MdmX PPI	Gli-Sufu block	EBI2 block	CXCR6 block	CHOP UPR activ	XBP1 UPR activ	697 NFkB inh
Cc1ccc(S(=O)(=O)N(C)c2ccc(NS(C)(=O)=O)cc2)cc1	16.6	18.9	-2.0	0.6	0.6	-4.2	0.7	1.3	5.4
O=C(CN1CCc2ccccc21)NC(=O)NC1CCCCC1	-2.4	9.0	16.7	-0.6	4.9	6.1	-2.1	1.0	-19.1
O=C(NCC(=O)N1CCC(N2CCCCC2)CC1)C1CCCCC1	8.4	-14.4	-10.7	4.1	-7.8	-4.2	2.3	-0.8	6.8
CC1CN(C2CCCCC2)c2nc3c(c(=O)[nH]c(=O)n3C)n2C1 (stereo unspecified)	9.1	2.8	24.6	-1.2	-0.9	-0.6	0.4	-4.6	6.6
O=C(O)C1=C[C@H](c2coc3ccccc3c2=O)C[C@H](OCCCCO)O1	-18.6	4.8	14.6	14.6	0.8	1.4	-0.9	0.7	5.9
COC(=O)c1nn(-c2ccc(OC)cc2)c(=O)c2c(N)sc(C)c12	0.5	19.8	-1.0	-0.8	-2.3	19.2	-0.7	0.1	-1.6
CCC(=O)N1CCc2cc(OC)c(OC)cc2C1COc1ccc(C(=O)OC)cc1 (stereo unspecified)	16.2	-3.1	-14.0	3.0	3.8	-5.3	-0.8	3.5	2.7
COc1ccc(CCNS(=O)(=O)c2ccc(Cl)s2)cc1OC	-5.8	3.7	23.3	-7.8	-2.3	0.8	0.6	0.4	3.9
O=C(O)c1ccc2oc(SCC(=O)N3CCCCC3)nc2c1	-16.3	-4.5	-9.8	-18.9	-11.2	-0.9	1.8	1.6	-73.5
Cc1ccc(N2C(=O)C3C4C=CC(CNC(=S)Nc5ccc(F)cc5)(O4)C3C2=O)cc1 (stereo unspecified)	-10.5	2.7	5.6	-3.6	-4.1	0.2	-1.3	-0.6	5.1
CC(C)(C)OC(=O)CNC(=O)c1[nH]cnc1C(=O)NCC(=O)OCc1ccccc1	11.4	-8.1	32.5	-13.1	-46.3	-0.7	4.8	3.4	18.9
CC(C)C1=CC(=Nc2ccc(S(N)(=O)=O)cc2)C=C(C(C)C)C1=O	-3.6	-22.9	28.4	26.8	10.0	-3.1	0.8	-4.0	-10.7
CC(NC(=O)C12CC3CC(CC(O)(C3)C1)C2)c1ccc(Cl)cc1Cl (stereo unspecified)	20.8	-10.2	-20.9	-9.6	4.1	1.1	1.5	-3.0	9.1
Cc1cc(C)c2cc(CN(CCO)Cc3nnnn3Cc3ccccc3)c(=O)[nH]c2c1	0.9	-5.2	13.1	-2.3	5.8	1.8	-1.4	-0.5	21.1
CCOC(=O)Cn1cnc2c(cnn2-c2ccc(Cl)cc2)c1=O	14.6	0.4	-10.4	12.8	-7.2	-2.2	1.3	-1.6	-4.4
O=C(COC(=O)C1COc2ccccc2O1)NC(=O)Nc1ccc2c(c1)OCCO2 (stereo unspecified)	-29.8	-6.1	0.5	-1.6	-2.6	4.6	1.8	-3.4	-1.2
Cc1ccc2c(CC(=O)OCc3nc(N)nc(Nc4ccccc4C)n3)coc2c1	-3.0	-10.8	5.7	-5.9	-5.4	-13.1	-0.7	3.7	-5.3
CNc1ccccc1C(C)(C)c1cc(-c2cc(C)cc(C)c2)no1	2.9	10.9	7.7	-0.2	10.6	-7.9	0.0	-1.4	12.5
Cc1ccc(-c2nnn(CC(=O)N(CC3CCCO3)C(C(=O)NC3CCCC3)c3ccc(O)cc3)n2)o1 (stereo unspecified)	-20.7	-12.2	-28.2	-7.8	-4.8	-11.9	0.8	-2.0	2.8
O=C(ON=C1CCN(S(=O)(=O)c2ccccc2)CC1)c1ccc(F)cc1	11.2	-1.1	-15.6	-2.9	-4.9	-0.2	-2.0	0.2	-0.4
CCOc1ccc(NC(=O)CN(C)CC(=O)Nc2ccc(F)c(F)c2F)cc1OCC	-14.0	0.8	8.7	-0.8	5.0	-2.9	3.6	-0.1	-0.8
Cc1cc(C(=O)COc2ccc(F)cc2Br)c(C)n1C1CC1	33.3	11.8	13.2	3.1	4.8	-4.1	4.7	2.1	-6.2
O=C(c1cccc(S(=O)(=O)N2CCN(c3ccc(F)cc3)CC2)c1)N1CCCC(C(F)(F)F)C1 (stereo unspecified)	34.4	-0.6	31.3	56.6*	-5.5	2.5	5.5	-3.0	-8.3
Cc1ccc(-n2ncc3c(Nc4c(C)n(C)n(-c5ccccc5)c4=O)ncnc32)c(C)c1	8.9	4.8	15.4	-2.7	2.2	-9.9	0.8	-1.9	7.5
COc1ccc(C)cc1NC(=O)CN1CCN(S(=O)(=O)c2ccc(F)cc2)CC1	-1.0	-2.1	-4.8	1.1	15.6	1.3	1.3	-4.1	-2.5
COc1ccc(OC)c(NS(=O)(=O)c2ccc(NC(=O)c3ccc(NS(C)(=O)=O)cc3)cc2)c1	12.3	-7.8	-3.1	1.1	-3.5	10.2	-1.3	-0.6	-1.5
CC(=O)c1ccc(NC(=O)Cn2cnc(S(=O)(=O)N3CCOCC3)c2)cc1	-2.9	14.1	16.5	-4.9	-16.9	-3.6	-1.4	-2.6	6.0
COc1ccc2c(c1OC)C(=O)OC2N1C(=O)CC[C@H]1C(=O)Nc1ccc2c(c1)OCO2 (stereo partly specified)	-4.2	-16.6	1.1	5.5	-4.6	2.3	-0.1	-0.1	2.3
O=[N+]([O-])c1cc(-c2csc(NC(CO)c3nc4ccccc4n3CCOCCO)n2)ccc1Cl (stereo unspecified)	18.6	-5.5	18.2	1.3	1.5	6.7	-1.6	-1.4	-2.6
O=C(COC(=O)Cc1ccc([N+](=O)[O-])cc1)NC1CCCCCC1	5.9	-1.0	-5.3	-1.1	2.8	1.5	2.4	-2.6	12.1
COC(=O)CCC(=O)Nc1cccc(Br)c1	-8.5	22.7	17.0	5.7	-6.3	-6.1	0.6	-1.9	-0.5
COc1ccc(NC(=O)Nc2nnc(N3CCC(C)CC3)s2)cc1OC	-8.2	-4.3	-1.8	1.0	-0.8	-8.6	-0.7	-3.9	-22.7
CCC(C)NC(=O)CS(=O)(=O)Cc1nc(-c2cccc(OC)c2)oc1C (stereo unspecified)	4.9	-0.1	8.1	6.8	-1.7	-1.2	1.9	-2.2	7.4
CCOC(=O)c1c(C)[nH]c(C)c1C(=O)COC(=O)c1ccc(Cl)nc1	-3.2	-0.3	22.0	-6.8	-3.1	0.1	0.8	-1.5	0.3
O=C(NCC1CCCCC1)c1ccccc1[N+](=O)[O-]	10.2	17.3	25.1	-4.1	5.0	-10.9	1.8	-5.5	7.0
Cc1ccc(NC(=O)CN(C)CC(=O)Nc2ccccc2-c2ccccc2)cc1	-5.6	6.3	34.1	18.1	-1.6	-4.6	0.3	-0.3	-12.6
Cc1[nH]n2c(=O)c3c(nc2c1-c1cccc2ccccc12)CCC3	-14.0	-3.4	19.2	-3.8	5.3	2.7	-2.3	-0.5	-24.0
CCN(CC)CCN(C(=O)C1CCCCC1)c1nc2cc3c(cc2s1)OCO3	3.8	3.1	13.5	25.6	8.6	-1.2	1.9	-4.9	-11.8
O=C(CCN1C(=O)c2ccncc2C1=O)Nc1ccc2c(c1)OCCO2	11.8	3.3	-18.6	-1.8	-24.3	-10.7	-1.0	-1.3	-28.1
CCn1c(SCC(=O)N2CCCCC2)nnc1-c1ccc(S(=O)(=O)N2CCN(C)CC2)cc1	3.2	-3.1	14.4	7.2	-2.5	0.7	-0.3	5.6	7.4
CC(=O)NC(c1cc(F)c2cccnc2c1O)C1CC1 (stereo unspecified)	14.9	-8.8	30.0	-5.9	-4.4	-4.0	0.4	-2.4	-9.3
COc1nc(Nc2ccc([N+](=O)[O-])cc2)nc(NC2CCCCC2)n1	-19.4	13.5	35.2	7.3	-4.4	-14.8	2.2	4.8	3.8
Cc1ccc(C(NC(=O)N2CCCC2)C(Cl)(Cl)Cl)cc1F (stereo unspecified)	-11.4	23.2	15.4	33.9	-0.5	13.4	1.0	1.3	-12.3
Cc1ccc2cc(COC(=O)c3ccncc3)c(=O)[nH]c2c1	0.6	-4.0	19.2	-8.1	8.7	-9.2	-1.2	-2.4	2.0
O=C(NCc1ccccn1)c1nc(Cn2ccc([N+](=O)[O-])n2)no1	0.1	2.4	19.8	-15.4	-6.1	-2.2	-0.9	-0.4	3.0
CCOC(=O)C1=C(C)NC(=O)CC1c1ccccc1OC (stereo unspecified)	-4.1	-5.9	0.3	-6.8	-9.2	9.0	-0.5	-1.3	-2.1
Cc1cccc(N(CC(=O)O)CC(=O)O)c1	-5.0	4.5	3.9	-5.4	-2.9	-9.6	0.1	0.2	14.1
CN(c1ccccc1C(=O)Nc1ccc(S(=O)(=O)N2CCOCC2)cc1)S(C)(=O)=O	-11.4	-3.8	7.5	-8.0	-17.6	-0.8	-0.3	-1.8	-12.6
COc1ccc(C2(CNC(C)=O)CCOCC2)cc1OC	-5.8	0.1	21.3	0.2	-1.8	-4.8	-1.3	0.1	-3.4
O=C(NCCO)/C(=C/c1ccc2c(c1)OCO2)NC(=O)c1ccc(Br)cc1	8.0	1.5	1.0	1.2	-6.0	-5.8	-0.8	-0.4	5.0
O=C(CSC1=NCCS1)N1CCCCCC1	-4.2	-11.0	7.2	6.3	-13.7	-5.6	-1.2	-2.6	-18.1
Cc1c(C(=O)N(Cc2ccncc2)CC2CCCO2)oc2c(F)cccc12 (stereo unspecified)	1.4	3.7	-3.2	6.7	0.0	-8.4	0.4	-3.8	1.6
COC(=O)C1=C(N)OC2=C(C(=O)CCC2)C1c1cccs1 (stereo unspecified)	-2.5	-2.3	3.2	-4.9	-11.4	1.3	0.2	-1.1	14.9
O=C(/C=C/c1ccccc1Cl)Nn1cnc2ccccc2c1=O	-0.5	15.7	8.9	-3.9	-18.4	2.2	-0.1	0.4	-10.0

Just 697 NFkB inh and CCR6 antag, for some of the entries so far:
SMILES	697 NFkB inh	CCR6 antag
O=C(/C=C/c1ccccc1Cl)Nn1cnc2ccccc2c1=O	-10.0	15.7
Cc1c(C(=O)N(Cc2ccncc2)CC2CCCO2)oc2c(F)cccc12 (stereo unspecified)	1.6	3.7

Taken from above:
`Cc1ccc2cc(COC(=O)c3ccncc3)c(=O)[nH]c2c1` in Gli-Sufu block shows -8.1
`Cc1ccc(N2C(=O)C3C4C=CC(CNC(=S)Nc5ccc(F)cc5)(O4)C3C2=O)cc1` (stereo unspecified) in Gli-Sufu block shows -3.6
